Runt-CBFb FRET – blocks binding of human RUNX1 Runt domain to CBFb | inhibition, % at 20 µM | Cerulean-Runt/Venus-CBFb FRET ratio 530/480, 1 h | actives 0.46% (n = 220,000) | Q01196+Q13951 | AID 1496;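 active means inhibition over about 50% at 20 µM in the single-dose screen, limit read from the data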;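 further: 0% = DMSO wells and 100% = excess unlabeled CBFb competitor control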
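Doses: 20 µM compound in 1% DMSO | Material: Cerulean-labeled Runt domain protein | Amount: Each fluorescent fusion protein 100 nM | Schedule: Two 1 h room-temperature incubations shielded from light | Measured by: FRET fluorescence | Evaluation: Loss of energy transfer signal | Controls: Unlabeled CBFb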
Runt-SMMHC FRET – blocks binding of human RUNX1 Runt domain to CBFb-SMMHC. Q01196+Q13951. Cerulean-Runt/Venus-CBFb-SMMHC FRET ratio 530/480, 1 h. inhibition, % at 20 µM. actives 0.74% (n = 220,000);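 active means mean inhibition across duplicate retests at 20 µM reaching about 50%, limit read from the data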;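 further: 0% = DMSO wells and 100% = wells with excess untagged CBFb-SMMHC; inhibitors lower the FRET ratio by blocking Runt binding to CBFb-SMMHC; some results filed as inactive read as strong as hits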
Furin inh – human furin inhibition; inhibition, % at 30 µM; actives 0.061% (n = 220,000); AID 463115; P09958; purified furin, fluorogenic substrate cleavage; in the data active means inhibition above about 25%; further: inactives centre near -15
Target sequence (P09958 108-714 limits assumed): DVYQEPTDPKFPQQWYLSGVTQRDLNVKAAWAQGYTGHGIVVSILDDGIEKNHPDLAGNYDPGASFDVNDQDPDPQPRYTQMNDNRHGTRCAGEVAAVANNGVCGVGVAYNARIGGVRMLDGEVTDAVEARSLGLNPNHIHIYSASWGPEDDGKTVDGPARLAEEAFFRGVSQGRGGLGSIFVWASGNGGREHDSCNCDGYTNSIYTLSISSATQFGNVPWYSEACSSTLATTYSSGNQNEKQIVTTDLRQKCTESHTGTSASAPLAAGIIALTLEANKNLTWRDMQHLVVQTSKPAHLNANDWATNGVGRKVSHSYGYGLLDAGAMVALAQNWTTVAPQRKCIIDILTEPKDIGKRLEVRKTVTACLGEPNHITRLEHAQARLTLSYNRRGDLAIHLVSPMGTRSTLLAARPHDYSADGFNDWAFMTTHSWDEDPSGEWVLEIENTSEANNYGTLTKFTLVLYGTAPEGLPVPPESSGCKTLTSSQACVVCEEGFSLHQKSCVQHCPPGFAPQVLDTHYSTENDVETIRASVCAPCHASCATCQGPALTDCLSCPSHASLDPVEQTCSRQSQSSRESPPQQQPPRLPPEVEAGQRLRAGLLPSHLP
m-calpain inh – calpain II (pig) inhibition; AID 1236; inhibition, % at 16 µM; actives 0.37% (n = 220,000); purified calpain II, fluorogenic peptide substrate, 30 min;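 active means inhibition above about 50%, limit read from the data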
EBV gp42 block – blocks Epstein-Barr virus glycoprotein 42 binding; Q1HVG2; Fluorescence polarization binding assay, mP read-out; inhibition, % (tested at 21.74 µM); actives 0.42% (n = 220,000); in the data active means inhibition above about 50%
Target sequence (Q1HVG2 whole entry, looked up): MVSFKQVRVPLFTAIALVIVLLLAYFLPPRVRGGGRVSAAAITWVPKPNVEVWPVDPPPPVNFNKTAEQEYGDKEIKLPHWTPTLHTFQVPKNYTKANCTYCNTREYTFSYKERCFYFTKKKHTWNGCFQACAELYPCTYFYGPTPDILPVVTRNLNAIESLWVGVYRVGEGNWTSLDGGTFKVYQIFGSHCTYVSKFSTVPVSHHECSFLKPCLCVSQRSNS
Tb hexokinase – blocks Trypanosoma brucei hexokinase 1 activity; AID 1430; recombinant TbHK1, G6PDH-coupled NADH A340; actives 0.11% (n = 220,000); inhibition, % at 10 µM;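 active means inhibition of 50% or more in the single-dose primary screen; inactive means inhibition below 50%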
RBBP9 inh – human RBBP9 hydrolase inhibition; O75884; recombinant RBBP9, FP-Rh probe fluorescence polarization; inhibition, % at 7.94 µM; actives 0.2% (n = 220,000);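 active means inhibition above the campaign mean of all tested compounds plus 3 SD, cut at about 14% in these data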;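 further: plate controls were DMSO wells with RBBP9 for no effect and wells lacking RBBP9 protein for full effect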
Target sequence (O75884 whole entry, looked up): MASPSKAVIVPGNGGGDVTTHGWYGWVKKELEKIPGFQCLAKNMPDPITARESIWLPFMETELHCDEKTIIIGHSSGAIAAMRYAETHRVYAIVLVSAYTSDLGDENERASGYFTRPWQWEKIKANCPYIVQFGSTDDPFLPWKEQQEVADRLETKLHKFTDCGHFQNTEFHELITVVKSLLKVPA
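System: RBBP9 protein / Buffer or medium: Tris/NaCl buffer pH 8.0 with 0.1% Pluronic / Probe or stimulus: Serine-hydrolase probe FP-Rh, 375 nM pre-mixing / Dosing: 7.94 µM single dose, 0.794% DMSO / Times: enzyme-compound preincubation 30 min, then probe labeling 45 min, 25 °C / Technique: fluorescence polarization (mP), excitation 525 nm, emission 598 nm / Replication: singlicate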
NCF1 inh – p47phox (human) inhibition | actives 0.53% (n = 220,000) | inhibition, % at 24.7 µM | P14598 | p47phox/p22phox peptide binding, fluorescence polarization, 2 h;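 active means inhibition above about 30%, limit read from the data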;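 further: 0% = p47phox with labelled peptide and 100% = labelled peptide alone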
p97 inhibitor – human p97 ATPase inhibition; P55072; recombinant p97 ATPase, Kinase-Glo ATP luminescence, 3 h; inhibition, % at 8 µM; actives 0.42% (n = 220,000); AID 1481; in the data active means inhibition above about 15%;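 further: 0% = DMSO vehicle and 100% = wells lacking enzyme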
An asterisk follows results filed as active; [ ] = remark or other dose.

SMILES	Runt-CBFb FRET	Runt-SMMHC FRET	Furin inh	m-calpain inh	EBV gp42 block	Tb hexokinase	RBBP9 inh	NCF1 inh	p97 inhibitor
CCS(=O)(=O)N1N=C(c2cccc(NS(C)(=O)=O)c2)CC1c1ccccc1 (stereo not given)	0	2	-23	-33	40	-4	-4	-227	0
COc1ccc(F)cc1S(=O)(=O)NCc1ccccc1	-3	-4	-21	9	-10	1	5	-1	4
COc1ccccc1NS(=O)(=O)c1cc([N+](=O)[O-])ccc1N/N=C/c1sc(N2CCOCC2)nc1-c1ccccc1	-8	-16	-9	-12	-31	-12	-1	-52	2
O=C(N/N=C/c1cccc(O)c1)c1cc(-c2ccc3c(c2)OCO3)n[nH]1	-1	-5	-14	19	17	-5	-10	-18	3
CC1CCCC(NC(=O)COC(=O)Cc2c[nH]c3ccccc23)C1C (stereo not given)	-2	4	-1	-1	-4	2	-5	-6	-5
O=c1[nH]c2cc3c(cc2cc1C(c1nnnn1Cc1ccccc1)N1CCCCCC1)OCCO3 (stereo not given)	-11	-48	-17[20 µM]	-149	-36	-14	-8	-12	1
O=c1cc(-c2ccc(O)cc2)oc2cc(O)c(C3OC(CO)C(O)C(O)C3O)c(O)c12 (stereo not given)	38	87*	-19	-57	-5	-27	-7	-12	7
CN=C1SC(CC(=O)Nc2cccc(C(F)(F)F)c2)C(=O)N1C (stereo not given)	1	1	-8[20 µM]	-4	-7	0	-1	-7	2
COc1cc(C(c2nnnn2C2CCCC2)N2CCN(C)CC2)cc(OC)c1OC (stereo not given)	1	-3	-23	8	4	6	3	0	-3
CCc1ccc(CNc2ccc(N3CCN(C(C)=O)CC3)cc2)cc1	8	0	0[20 µM]	-4	-6	-8	13	11	2
COc1ccc(N2CC(C(=O)NCc3ccco3)CC2=O)cc1 (stereo not given)	0	3	-8	5	-15	-5	4	3	4
CN(Cc1cccc2ccccc12)C(=O)c1cc(COc2c(F)cccc2F)on1	-1	-1	-24	23	6	0	-4	-1	-2
COc1cc(SC)ccc1C(=O)NC1CCCCC1	2	0	-17	1	-13	-2	-10	-10	-3
Cc1ccnc(SCc2cc(=O)c(OC(=O)c3ccccc3)co2)n1	-1	1	-22	-1	-7	-5	1	-11	-1
Cc1nc(C/C(=N\Nc2ccccc2)c2ccc(O)cc2O)cs1	2	-1	-5	-10	6	-20	-7	-5	6

Profiles as entered above. Order of screens: Runt-CBFb FRET, Runt-SMMHC FRET, Furin inh, m-calpain inh, EBV gp42 block, Tb hexokinase, RBBP9 inh, NCF1 inh, p97 inhibitor
Entry for O=c1[nH]c2cc3c(cc2cc1C(c1nnnn1Cc1ccccc1)N1CCCCCC1)OCCO3 (stereo not given) = -11, -48, -17[20 µM], -149, -36, -14, -8, -12, 1
Entry for CCS(=O)(=O)N1N=C(c2cccc(NS(C)(=O)=O)c2)CC1c1ccccc1 (stereo not given) = 0, 2, -23, -33, 40, -4, -4, -227, 0
Entry for COc1ccc(N2CC(C(=O)NCc3ccco3)CC2=O)cc1 (stereo not given) = 0, 3, -8, 5, -15, -5, 4, 3, 4
Entry for COc1ccccc1NS(=O)(=O)c1cc([N+](=O)[O-])ccc1N/N=C/c1sc(N2CCOCC2)nc1-c1ccccc1 = -8, -16, -9, -12, -31, -12, -1, -52, 2
Entry for Cc1nc(C/C(=N\Nc2ccccc2)c2ccc(O)cc2O)cs1 = 2, -1, -5, -10, 6, -20, -7, -5, 6

(continued)
SMILES	Runt-CBFb FRET	Runt-SMMHC FRET	Furin inh	m-calpain inh	EBV gp42 block	Tb hexokinase	RBBP9 inh	NCF1 inh	p97 inhibitor
c1cncc(CSc2nnc(-c3cccnc3)n2Cc2ccco2)c1	5	2	-27	19	-14	3	-3	1	4
CC(C)Oc1ccc(C(=O)NC2(C(F)(F)F)N=C3SCCN3C2=O)cc1 (stereo not given)	1	0	-15[20 µM]	-20	-11	0	-6	-9	-4
COc1ccc(C)cc1C(=O)C1CC(C(=O)O)C(C)(C)C1C (stereo not given)	0	0	-15	-56	-11	3	-7	-6	2
O=C(/C=C/c1ccccc1)N1c2ccccc2Sc2ccc(C(F)(F)F)cc21	1	-2	0	41	12	24	-10	-13	-1
Cc1cc(N2C(=O)C(=O)/C(=C(/O)c3ccc(F)cc3)C2c2cccc(Br)c2)no1 (stereo not given)	2	2	-2	-96	2	-22	-10	-5	-3
CC(C)C(NC(=O)c1ccccc1)C(=O)NC1=NCCS1 (stereo not given)	1	4	-20[20 µM]	9	-11	-4	-8	-10	-6
O=C(Cc1ccc(S(=O)(=O)N2CCCCC2)s1)Nc1cccc2ccccc12	-2	0	-26	-19	-2	1	-13	-12	8
CSc1cccc(NC(=O)N2CCCC(CNS(=O)(=O)Cc3ccccc3)C2)c1 (stereo not given)	1	3	-20	16	-9	7	-10	-2	3
Cc1cccc(C(C)C)c1NC(=O)CN(C)Cc1cccc(F)c1	-5	0	-14	29	-1	28	-15	-1	-7
O=C(Nc1ccc(Br)cc1)N1CCCCCCC1	1	4	-24	-14	2	4	-2	-8	1
Cc1cc(C)nc(NS(=O)(=O)c2ccc(NC(=O)CN3C(=O)c4ccccc4C3=O)cc2)n1	0	-1	-11[20 µM]	18	-3	2	1	-7	-4
CC(C)CCN1CCN(Cc2cccc(-n3cccn3)c2)CC1CCO (stereo not given)	2	2	-16	28	-10	5	-7	1	-2
O=C(C1CC1)N1CCc2cc(S(=O)(=O)NCC3COc4ccccc4O3)ccc21 (stereo not given)	2	0	-24	-4	-7	-9	-5	-9	4
Cc1ccc(-c2cc(C(=O)O)c3cc(Br)ccc3n2)o1	45	36	-14	-44	-19	-10	0	-1	7
CC1CCCCC1NC(=O)/C=C/c1nc2ccccc2s1 (stereo not given)	-3	-2	-1	-1	-10	-30	-6	2	2
CCc1nnc(NC(=O)CSc2nnc(Cc3cccn3C)n2C)s1	4	-3	-26	5	-14	-2	6	-8	0
CCn1c(SCc2nnc(-c3ccccc3)o2)nnc1-c1ccc(S(=O)(=O)N2CCCC2)cc1	2	5	-12	-39	-10	-3	-8	-3	-3
CCOC(=O)C1=NOC(CN(c2ccccc2)S(=O)(=O)c2ccc(Cl)cc2)C1 (stereo not given)	1	-1	-31	-5	-22	-4	-8	-11	1
Cc1ccc(CNC(=O)CCCn2c(=O)c3ccccc3n(CC(=O)NC3CCCC3)c2=O)cc1	-1	-2	-27	-5	5	3	-5	-4	3
CSc1nnc(-c2cnccn2)n1C	-1	0	-19[20 µM]	-35	0	0	-11	-7	-1
O=S(=O)(c1ccc(-c2csc(-c3cccnc3)n2)cc1)N1CCCC1	-5	0	-18[20 µM]	8	-7	1	-6	-19	-3
CC(C)c1ccc(C(=O)N2CCCN(C(=O)c3ccc(C(C)C)cc3)CC2)cc1	-4	-2	5	25	-4	5	-8	0	-6
O=C(CCC1CCCN(c2ncccn2)C1)NCc1ccccc1F (stereo not given)	0	-2	-22	-22	1	-10	-9	7	0
COc1ccc(OC)c(NC(=O)C(=O)NNC(=O)C23CC4CC(CC(C4)C2)C3)c1	2	1	-19	-20	-12	-16	-9	-27	4
CCc1nnc(NS(=O)(=O)c2ccc(NC(=S)NC(=O)/C=C/c3ccc([N+](=O)[O-])cc3)cc2)s1	6	0	-22	-15	-14	-4	-6	-14	9
Cc1c(C(=O)N2CCc3ccccc3C2)oc2ccc(S(=O)(=O)N3CCCCCC3)cc12	-3	3	-1	6	-3	30	0	-11	5
Cn1c(=O)c2c(ncn2CC(O)CNc2ccc(Br)cc2)n(C)c1=O (stereo not given)	-1	-1	-16[20 µM]	-16	28	-3	-5	-2	2
COc1ccc(-n2c(O)c(/C=N/NS(=O)(=O)c3cc(C)ccc3C)c3ccccc3c2=O)cc1OC	-5	-77	-6	-83	-19	-4	-8	-116	1
CCOC(=O)C1C(=O)CC(C)(O)C(C(=O)OCC)C1c1ccco1 (stereo not given)	0	-2	-14	21	-2	6	0	-9	4
CC(C)N1C(=O)CC(Nc2ccc(N3CCOCC3)cc2)C1=O (stereo not given)	8	0	-7[20 µM]	4	-23	-4	-2	-11	-4
O=C(CCCn1c(=S)[nH]c2ccccc2c1=O)N1CCN(c2cccc(Cl)c2)CC1	-1	-2	-23[20 µM]	-83	-66	-2	-9	3	6
CNC(=O)CSc1nc2ccccc2c(=O)n1-c1cc(OC)ccc1OC	0	0	-26	-15	-15	-8	-8	1	3
Cc1cc(C)nc(/N=C(\N)Nc2ccccc2-c2ccccc2)n1	1	0	-28	1	-19	10	-3	-2	8
O=C(Cn1cnc2c(nnn2Cc2ccccc2)c1=O)NCc1ccco1	-1	0	-23	-1	-5	0	-6	-14	4
Cc1nnc(SCC(=O)c2ccc(Br)cc2)s1	1	1	-28	-10	-22	0	-8	-3	7
CSC(=Nc1cccc(C)c1)NC#N	1	0	-9	29	-14	-5	-7	-4	-4
N#CC(=C=[N-])c1nc2ccccc2nc1-[n+]1cccc(NC(=O)c2cccs2)c1	-6	-5	-16	-42	-2	16	0	48*	1
Clc1ccc(/C=N/Nc2nnc(Cl)c3ccccc23)cc1	-1	2	3[20 µM]	-14	-2	-6	0	6	2
O=C1CC(c2ccccc2)CC(O)=C1C=NCCCO (stereo not given)	0	-32	-28	17	-11	3	-7	-10	5
OC(COc1ccccc1)CN1CCN(Cc2ccc3c(c2)OCO3)CC1 (stereo not given)	3	-4	-33	-20	2	-8	-1	4	0
C/C(=N/NC(=O)CN1CCN(S(=O)(=O)c2ccc(Br)cc2)CC1)c1cccnc1	0	-2	-13	17	-9	-1	-10	-8	-6
CC1=CC(C)(C)N(S(=O)(=O)c2ccc(F)cc2)c2ccccc21	1	1	-17[20 µM]	20	-15	3	2	-11	0
CC(=O)c1cccc(NC(=S)NC(=O)CC(C)C)c1	0	0	-10[20 µM]	-31	-5	-6	-2	3	-1
CCOc1ccc(C(=O)Nc2c3c(nn2-c2cccc(Cl)c2)CS(=O)C3)cc1 (stereo not given)	-5	-5	0[20 µM]	-22	-8	-4	-5	-5	-3
O=C(NNc1nc2ccccc2nc1C(F)(F)F)c1ccccc1	2	0	-2[20 µM]	22	-10	-9	-5	-4	-5

Shown with values under each structure: entries from further up
Values in the order: Runt-CBFb FRET | Runt-SMMHC FRET | Furin inh | m-calpain inh | EBV gp42 block | Tb hexokinase | RBBP9 inh | NCF1 inh | p97 inhibitor
CC(=O)c1cccc(NC(=S)NC(=O)CC(C)C)c1
→ 0 | 0 | -10[20 µM] | -31 | -5 | -6 | -2 | 3 | -1
O=C(Cn1cnc2c(nnn2Cc2ccccc2)c1=O)NCc1ccco1
→ -1 | 0 | -23 | -1 | -5 | 0 | -6 | -14 | 4

(next part)
SMILES	Runt-CBFb FRET	Runt-SMMHC FRET	Furin inh	m-calpain inh	EBV gp42 block	Tb hexokinase	RBBP9 inh	NCF1 inh	p97 inhibitor
CCOC(=O)CNC(=O)c1ccc(C#CC2(O)CCCCC2)cc1	0	0	-14	-6	3	23	6	1	3
CC(=O)Nc1c(C(=O)NCc2ccccc2)nnn1Cc1ccccc1	-2	2	-19	-11	-16	-5	2	-3	2
COc1ccc(C2CC(c3ccc(Cl)cc3Cl)Nc3nc(N)nn32)cc1 (stereo not given)	-3	0	-15	-56	3	-2	-6	4	-1
O=C(NCSc1ccnc(SCNC(=O)c2ccc(F)cc2)n1)c1ccc(F)cc1	47	16	-14[20 µM]	-44	-38	2	0	-12	3
O=C1CCC([N+](=O)[O-])C(c2ccc(Cl)cc2)N1 (stereo not given)	1	-1	-17[20 µM]	18	9	3	-1	-1	3
OC(COc1ccccc1)Cn1cc(Br)cn1 (stereo not given)	-1	-2	-4	6	2	2	-1	-1	-9

Screens from PubChem.
